TDP1 inh: blocks human tyrosyl-DNA phosphodiesterase 1. Q9NUW8. recombinant TDP1, AlphaScreen DNA substrate cleavage. Potency, µM (top dose mostly 130 µM), without a hit: at the highest dose activity change, negative = inhibition, hits mostly inhibitors. 0.28% of 350,000 active. AID 485290; also: nearly all actives have a fitted effect of over 40% in size
Target sequence (Q9NUW8 whole entry, looked up): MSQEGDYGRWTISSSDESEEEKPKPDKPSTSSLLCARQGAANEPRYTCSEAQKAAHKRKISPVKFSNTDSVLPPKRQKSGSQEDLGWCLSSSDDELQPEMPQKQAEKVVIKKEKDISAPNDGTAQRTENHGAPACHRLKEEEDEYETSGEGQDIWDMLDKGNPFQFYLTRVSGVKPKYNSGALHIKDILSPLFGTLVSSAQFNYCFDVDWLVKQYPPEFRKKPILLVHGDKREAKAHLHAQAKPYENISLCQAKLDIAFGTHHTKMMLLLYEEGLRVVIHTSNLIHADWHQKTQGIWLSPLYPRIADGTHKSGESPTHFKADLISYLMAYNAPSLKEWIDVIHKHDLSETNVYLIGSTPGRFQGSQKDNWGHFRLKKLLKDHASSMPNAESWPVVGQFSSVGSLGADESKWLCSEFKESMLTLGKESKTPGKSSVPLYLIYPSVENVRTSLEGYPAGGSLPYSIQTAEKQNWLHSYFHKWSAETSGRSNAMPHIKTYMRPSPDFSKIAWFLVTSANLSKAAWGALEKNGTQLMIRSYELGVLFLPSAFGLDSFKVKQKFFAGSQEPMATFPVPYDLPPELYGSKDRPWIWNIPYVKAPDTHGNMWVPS
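Recombinant E. coli-expressed Tdp1 (1 nM) preincubated with compound 15 min at RT, then 5'-biotin/3'-phosphotyrosine-FITC DNA substrate (15 nM) added for 5 min. AlphaScreen beads (10 ug/ml) added, 10 min RT; tyrosine-FITC cleavage read as signal loss.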
TDP1 cell noCPT: qHTS for Inhibitors of human tyrosyl-DNA phosphodiesterase 1 (TDP1): qHTS in cells in absence of CPT; DT40 Tdp1-/- hTDP1 cells, no CPT, ATP luminescence, 48 h; AID 686978, 2013; 15% of 420,000 active; Potency, µM (series often up to 46.2 µM), for the others: top-dose activity change, negative = growth inhibition, actives largely listed as inhibitors; also: nearly all actives have a fitted effect of over 55% in size
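Growth kinetics read by CellTiter-Glo luminescence after ≥48 hr at 37 °C. Cells: DT40 Tdp1-/- stably carrying human TDP1, 400 per well, compound exposure in the absence of CPT (DMSO vehicle).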
GCN5L2 inh: inhibitors of human GCN5L2 histone acetyltransferase; GCN5L2 HAT assay, ThioGlo1 CoA-SH fluorescence; Q92830; Potency, µM (top dose mostly 58.9 µM), for the others: at the highest dose activity change, negative = inhibition, hits mostly inhibitors; 0.21% of 390,000 active
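Compounds, pin-transferred from DMSO stocks, meet 20nM GCN5L2 for 15 min before the reaction begins with H3(1-25) peptide (75uM) and acetyl-CoA (70uM). Thiol-reactive ThioGlo1 reports CoA release over 20 min at room temperature.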
Starred values were filed as active, the others as inactive; ? = inconclusive; nt = not tested or not shown; & = joins results of further samples; [ ] = remark or other dose. Calls follow the shape of the dose curve; as a rule, active = well fitted curve in the direction sought with a large enough effect; inconclusive = small, poorly fitted or top-dose-only effect, or another doubt; inactive = no such curve, though single readings can be large; an effect the other way counts as inactive or inconclusive. % is scaled to controls: 0 for no effect and ±100 for the full control effect; potency is read from the fitted curve at half-maximal effect. These rows are one share of the data (hit frequency here may not be typical).

Compound	TDP1 inh	TDP1 cell noCPT	GCN5L2 inh
O=C(CCNC(=O)c1ccc(Br)cc1)NCc1ccccn1	0%	-7%	1%
Cc1nnc(SCc2nc3scc(-c4ccccc4)c3c(=O)[nH]2)s1	0%	-19%	-4%
NC(=O)NC(Cc1ccccc1)C(=O)NCCCSc1ccccc1 (centres undefined)	14%	-16%	-4%
CCCCNC(=O)CN(C1CCCCC1)S(C)(=O)=O	1%	-10%	3%
COc1ccc(S(=O)(=O)Nc2ccc3c(c2)sc(=O)n3C)cc1Cl	2%	18µM*	-7%
CC(=O)NC1CC2CCCC(C1)N2CC(=O)NCc1ccc(F)cc1 (centres undefined)	2%	-8%	-12%
Cc1cccc(CS(=O)(=O)c2ncc(Cl)c(C(=O)Nc3ccc(F)cc3)n2)c1	5%	1.8µM*	-17%
COc1ccccc1CC(=O)NC1CCCc2ccccc21 (centres undefined)	4%	?	-14%
CCC1(NC(C)=O)CC2CC1CC2NC(C)=O (centres undefined)	1%	-1%	1%
CCn1c(=O)cc(OCC(=O)NCc2ccc(C)o2)c2ccccc21	-2%	-20%	-21%
CCOC(=O)c1c(-c2ccccc2)oc2ccc(OCC(O)CNCCN(C)C)cc12 (centres undefined)	nt	?	?
CCCc1cc(C(N)=O)c(NC(=O)c2ccoc2C)s1	7%	-23%	-11%
CC(C)NC(=O)C1CCN(C2CCN(CC3CC=CCC3)CC2)CC1 (centres undefined)	-2%	-16%	-1%
Cn1c(=O)n(-c2ccc3c(c2)OCO3)c2nc(-c3ccccc3)nc(C(N)=O)c21	-6%	?	3%
Cn1c(N)c(C(=O)CSc2n[nH]c(-c3ccccc3)n2)c(=O)n(C)c1=O	-1%	-20%	-3%
CCOC(=O)CN1C(=O)S/C(=C/c2ccc(N3CCCCC3)o2)C1=O	2%	-12%	-2%
CCOC(=O)C1CCCN(C(=O)c2ccc3c(c2)N(Cc2ccccc2)C(=O)c2ccccc2S3(=O)=O)C1 (centres undefined)	6%	?	-6%
COc1ccc(CNc2nc(-c3ccccc3)nn2C(=O)c2ccc([N+](=O)[O-])cc2)cc1	3%	-19%	-1%
COC(=O)c1cn(NC(=O)Cc2ccc(Cl)c(Cl)c2)c(=O)c2ccccc12	-5%	-9%	0%
CN(Cc1cnccn1)Cc1nc(Cc2cccc(F)c2)no1	8%	-5%	3%
Cc1sc(NC(=O)C2CCCCC2C(=O)O)c(C(N)=O)c1C (centres undefined)	-1%	?	-7%
Cc1sc(NC(=O)c2ccc(Cl)s2)c(C(N)=O)c1C	3%	?	-5%
CC(C)(C)NC(=O)COc1ccc(CNn2nnnc2N)cc1	2%	1%	0%
CCN1CCN(CCCOc2ccccc2-c2ccccc2)CC1	5%	?	-2%
NS(=O)(=O)c1ccc(N/N=C2/CCCCC2C2CCCCC2)c([N+](=O)[O-])c1 (centres undefined)	10%	10µM*	-15%
COc1cc(CNC2CCCC2)cc(Cl)c1OCc1ccccc1Cl	5%	23µM*	-1%
COc1cc(OC)nc(-n2ncc(Br)c(Br)c2=O)n1	4%	0.82µM*	2%
COc1ccc2cc3cc(C(=O)NCCc4ccccc4)sc3nc2c1Cl	-1%	16µM*	-6%
Cc1ccc(OCC(=O)Nc2ccc(C)c(S(=O)(=O)N3CCCCC3)c2)c([N+](=O)[O-])n1	-2%	?	-1%
CC(=O)Nc1cc2ccccc2oc1=O	-3%	2%	-6%

Random excerpt: three compounds from above, in no set order.
Compound	TDP1 inh	TDP1 cell noCPT	GCN5L2 inh
CCOC(=O)C1CCCN(C(=O)c2ccc3c(c2)N(Cc2ccccc2)C(=O)c2ccccc2S3(=O)=O)C1 (centres undefined)	6%	?	-6%
Cc1sc(NC(=O)C2CCCCC2C(=O)O)c(C(N)=O)c1C (centres undefined)	-1%	?	-7%
Cc1ccc(OCC(=O)Nc2ccc(C)c(S(=O)(=O)N3CCCCC3)c2)c([N+](=O)[O-])n1	-2%	?	-1%

(continued)
Compound	TDP1 inh	TDP1 cell noCPT	GCN5L2 inh
CN(C)C(=O)C(=O)c1cccn1-c1cccc(Cl)c1C#N	nt	-22%	-1%
O=c1cc(-c2ccccc2)nc(Cc2c(Cl)cccc2Cl)[nH]1	nt	21%	-7%
COc1ccc(N(C(=O)CNC(=O)c2ccco2)C(C(=O)NCC2CCCO2)c2ccccc2)c(OC)c1 (centres undefined)	nt	-13%	0%
Cc1[nH]c(=S)c(C#N)c(C)c1Cc1ccc(Cl)cc1Cl	-1%	-29%	-2%
CCOC(=O)c1cc(N)cc([N+](=O)[O-])c1	-2%	-7%	-10%
CCOC(=O)CSCC(=O)N1N=C(c2cccs2)CC1c1ccc(F)cc1 (centres undefined)	5%	?	?
Cc1cc(NC(=O)C2CCCCC2)ccc1NC(=O)c1ccccc1Cl	4%	-25%	2%
COc1ccccc1CNC(=O)CCNC(=O)N1CC(=O)Nc2ccccc21	1%	16%	?
CC(Oc1ccccc1F)c1nnc(SCC(=O)Nc2ccc(N3CCOCC3)cc2)o1 (centres undefined)	1%	8%	2%
CCN(CC)CCOC(=O)c1ccc(N/C=C(/C#N)c2nc(-c3cccc(OC)c3)cs2)cc1	nt	-25%	-10%
COCCCNC(=O)CS(=O)Cc1nc(-c2ccccc2C)oc1C (centres undefined)	7%	4%	0%
O=C(CN(c1ccccc1)S(=O)(=O)c1ccccc1)N1CCN(Cc2ccc3c(c2)OCO3)CC1	8%	?	-19%
NC(=S)c1cc2ccc(O)cc2oc1=O	-4%	-28%	-7%
Cc1ccc(S(=O)(=O)NC(Cc2ccccc2)C(=O)O)cc1 (centres undefined)	-5%	0%	-2%
COc1cccc(C(C(=O)NC(C)(C)C)N(Cc2ccc(C)cc2)C(=O)CCC(=O)Nc2cc(C)on2)c1OC (centres undefined)	9%	?	-8%
CCCOc1ccc(CC(=O)NCC2(c3ccccc3)CCOCC2)cc1OC	3%	?	-8%
O=C(Nc1cccc(Cl)c1)N1CCN(c2ncccn2)CC1	2%	-21%	-17%
CC(C)c1ccc(NC(=O)COC(=O)c2c[nH]c(=O)[nH]c2=O)cc1	6%	-3%	-3%
CN(C)S(=O)(=O)N(CC(=O)NCCSc1ccc(Cl)cc1)c1ccccc1	0%	?	-9%
COc1ccc(-c2c(-c3cc(OC)c(OC)c(OC)c3)noc2C)cn1	nt	0.58µM*	-3%
CCN(CCCNC(=O)c1cc(Nc2ccc(OC)cc2)nc2ccccc12)c1cccc(C)c1	-2%	21µM*	-3%
Cc1ccc(OCC(=O)Nc2nnc(S(=O)(=O)N3CCc4ccccc43)s2)cc1	4%	?	1%
Cc1cc(O)c(C=Nc2ccc(Cl)cn2)c(=O)o1	-8%	-6%	-4%
COC(=O)c1nn(-c2ccccc2)c(Sc2ccc(OC)cc2)c1/C=N/O	7%	-19%	-15%
O=C(NC1CCCCCC1)c1c2c(nc3ccccc13)CCN(Cc1ccccc1)C2	0%	29µM*	3%
O=C(CN1CCc2ccccc21)NC(=O)NCc1ccco1	6%	-20%	-2%
COc1ccc(NC(=O)CSc2nc(O)cc(=O)n2-c2ccccc2)cc1	4%	-6%	-30%
Oc1oc(-c2ccccc2Br)nc1/C=N/c1ccccn1	3%	?	-10%
CN1CCN(/C=N/c2c(C#N)cnn2Cc2ccccc2)CC1	8%	-2%	-5%
O=C(CSc1nnc(-c2ccncc2)n1-c1ccc(Cl)cc1)N1CCOCC1	2%	-3%	-7%

More results
Below each SMILES – TDP1 inh | TDP1 cell noCPT | GCN5L2 inh
Cc1ccc(S(=O)(=O)N(CC#N)CC#N)cc1
 : 5% | -4% | 12%
COc1ccc(C(=O)COC(=O)c2cccnc2Cl)c(OC)c1
 : -5% | -8% | -22%
CS(=O)(=O)Nc1ccc(S(=O)(=O)Nc2nccs2)cc1
 : -3% | 1% | -7%
COc1cc(C(=O)NCC(=O)N/N=C/c2ccccn2)cc(OC)c1OC
 : 3% | -3% | -5%
O=C(CSc1nnc(CNC(=O)c2ccccc2)o1)c1ccccc1
 : 2% | -25% | -2%
Cc1ccccc1/C=C/C1=NCCN1
 : -7% | 0% | -3%&-2%
Cc1cc(C)c(C)c(S(=O)(=O)NNC(=O)c2cccc(S(=O)(=O)N3CCOCC3)c2)c1C
 : 2% | -23% | 1%
COC(=O)CCCN1C(=O)c2cccc3cccc(c23)C1=O
 : 3% | -18% | -7%
CC1(CCc2ccccc2)NC(=O)N(CC(=O)N2CC(=O)Nc3ccccc32)C1=O (centres undefined)
 : 0% | -8% | 6%
NC(=O)c1cc(C(=O)Cc2ccccc2)c[nH]1
 : nt | -9% | 2%
CCC(=O)NC(=S)Nc1ccc(NC(=O)c2ccco2)cc1
 : -10% | -18% | -1%
O=C1COc2ccc(C(=O)COC(=O)Cc3c(F)cccc3Cl)cc2N1
 : 1% | -5% | -3%
O=C(NCCc1ccc(Cl)cc1)c1cccn1-c1nnc(N2CCCCC2)s1
 : 3% | 23µM* | -4%
Cc1ccc(NC(=O)CS(=O)CC(=O)N(C2CCCC2)C(C)C(=O)NC2CCCCC2)cc1 (centres undefined)
 : 5% | -17% | 3%
COc1ccc(NC(=O)Cn2c(=O)n(CCC(C)C)c(=O)c3cccnc32)cc1Cl
 : 2% | ? | 1%
CCCCn1nnc(NC(=O)CC23CC4CC(CC(C4)C2)C3)n1
 : 4% | -24% | -9%
Cc1cc(C)c(S(=O)(=O)c2c(C)cccc2C)c(OCC(C)C)n1
 : -4% | 13µM* | -2%
Cc1ccc(NS(=O)(=O)c2ccc3c(c2)NC(=O)C(C)C(=O)N3)cc1F (centres undefined)
 : 11% | ? | -5%
Cc1ccc2sc(C)[n+](CCCS(=O)(=O)[O-])c2c1
 : -10% | 0% | -2%
Cn1nnnc1SCCCNCc1cc(Br)ccc1OCc1ccccc1
 : 1% | 10µM* | -8%
CC(OC(=O)CNC(=O)c1ccc(F)cc1)C(=O)Nc1ccc(S(=O)(=O)N2CCOCC2)cc1 (centres undefined)
 : 0%[56.1 µM] | 3% | -8%
Cc1cccc(C(=O)Nc2ccc3c(c2)ncn3C)c1
 : nt | -8% | 2%
COC(=O)N1[C@H](Cc2ccccc2)C=C[C@]1(C)C(=O)NCc1ccccn1
 : -11%&7% | 2% | 0%
CC1(C)C(=O)N(CC(=O)Nc2ccc(OC(F)(F)F)cc2)c2ccccc21
 : 3% | ? | -9%
Cc1ccc(-c2cc(Cc3ccc(N(C)C)cc3)c(=O)[nH]n2)cc1
 : 8% | ? | -3%
COC(=O)[C@H](CC(C)C)NC(=O)N1CCC(C)CC1
 : 3% | -10% | 0%
Cc1[nH]c(=S)sc1Cc1ccc(Cl)c(Cl)c1
 : 12% | nt | -15%
O=C(NC(Cc1c[nH]c2ccccc12)C(=O)N1CCOCC1)c1cccs1 (centres undefined)
 : 4% | -5% | -5%
Cc1ccc(-n2cnc3cc(C(=O)NCCC4=CCCCC4)ccc32)cc1Cl
 : -5% | ? | -30%
O=C(O)c1ccc(S(=O)(=O)NCc2cccnc2)cc1
 : nt | -1% | 21%

Molecules shown so far containing a COOH group, in the order listed:
Below each SMILES – TDP1 inh | TDP1 cell noCPT | GCN5L2 inh
Cc1sc(NC(=O)C2CCCCC2C(=O)O)c(C(N)=O)c1C (centres undefined)
 : -1% | ? | -7%
Cc1ccc(S(=O)(=O)NC(Cc2ccccc2)C(=O)O)cc1 (centres undefined)
 : -5% | 0% | -2%
O=C(O)c1ccc(S(=O)(=O)NCc2cccnc2)cc1
 : nt | -1% | 21%

(listing goes on)
Below each SMILES – TDP1 inh | TDP1 cell noCPT | GCN5L2 inh
Nc1nnc(N)c2ccccc12
 : -2% | 8% | -17%
O=C(C1=C(O)C(=O)N(CCc2ccccc2)C1c1cccnc1)c1ccco1 (centres undefined)
 : 0% | 9% | -20%
Cc1cc(C)n2nc(C(=O)NCc3ccccc3)nc2n1
 : 6% | -5% | -20%
COc1cccc(C2C(C(=O)Nc3ccc(Cl)cc3)=C(C)Nc3nc4ccccc4n32)c1OC (centres undefined)
 : 5% | ? | -1%
CN1CCN(c2ncnc3ccc(-c4cccc(C#N)c4)cc23)CC1
 : nt | ? | -12%
CC(C)CCn1cnc2c([nH]c3cccc(Cl)c32)c1=O
 : 1% | -8% | 1%
CNC(=O)c1ccc(CN(C)CC(=O)Nc2ccccc2C(=O)NC2CC2)cc1
 : -2%[56.1 µM] | 1% | -5%
COCC(C)n1c(C)cc(C(=O)CSc2cc(C)c3ccccc3n2)c1C (centres undefined)
 : 8% | 16µM* | -8%
Cc1cc(C)n2nc(SCC(=O)N(C(C)C)C(C)C)nc2n1
 : -1% | -2% | 0%
Cc1cccn2c(=O)nc(SCC(=O)NCc3ccc(F)cc3)nc12
 : 0% | -25% | 3%
